Screening data from PubChem BioAssay.
HEK293 viab – reduces viability of HEK-293 SNCA reporter cells; 0.12% of 150,000 active; AID 1671193; Potency, µM (top dose mostly 57.1 µM), for the others: at the highest dose activity change, negative = cytotoxicity, hits mostly cytotoxic; HEK-293-SNCA-luc viability, GF-AFC fluorescence, 24 h;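 note: potency is the fitted concentration of half-maximal effect; 0% = DMSO-treated cells and -100% = medium-only wells without cells; nearly all actives have a fitted effect of over 30% in size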
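Cytotoxicity counterscreen: after 24 h compound treatment of genome-edited SNCA-luciferase HEK-293 cells, live-cell protease substrate GF-AFC read by fluorescence after 30 min; activity scaled between DMSO (0%) and medium-only (-100%), curves Hill-fitted.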
3T3 cytotox – kills NIH 3T3 cells. 4.3% of 94,000 active. AID 1345082. NIH 3T3 viability, CellTiter-Glo ATP luminescence, 48-72 h. Potency, µM (top dose mostly 96.7 µM), for inactives: top-dose activity change, negative = cytotoxicity, hits mostly inhibitors; note: potency is the fitted concentration of half-maximal effect; nearly all actives have a fitted effect of over 55% in size
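Mouse fibroblast NIH 3T3 cells, 400 per well, received compound via pintool and were incubated for 48 or 72 hr prior to CellTiter-Glo ATP luminescence measurement.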
IP6K1 inhibitor – IP6K1 kinase inhibition; Q92551; IP6K1 kinase, ADP-Glo luminescence, 2 h; stronger effect = lower value; activity change, % (series mostly up to about 58 µM); 0.81% of 140,000 active; AID 1645851; in the data active = activity change below about -25%
Target sequence (Q92551 whole entry, looked up): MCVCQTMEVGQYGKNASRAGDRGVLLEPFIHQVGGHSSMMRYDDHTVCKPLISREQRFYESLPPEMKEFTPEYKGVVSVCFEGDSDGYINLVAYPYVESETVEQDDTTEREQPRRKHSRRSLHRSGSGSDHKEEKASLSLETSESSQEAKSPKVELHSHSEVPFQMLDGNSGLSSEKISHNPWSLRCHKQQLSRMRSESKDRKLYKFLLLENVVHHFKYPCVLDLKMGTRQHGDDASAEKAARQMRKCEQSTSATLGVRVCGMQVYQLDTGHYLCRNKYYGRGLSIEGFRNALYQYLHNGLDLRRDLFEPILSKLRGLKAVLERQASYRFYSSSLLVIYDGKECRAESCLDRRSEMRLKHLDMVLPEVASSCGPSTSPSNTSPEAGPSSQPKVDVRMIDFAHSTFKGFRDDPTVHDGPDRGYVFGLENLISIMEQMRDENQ
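ADP-Glo luminescence measures ADP made by human IP6K1 during a 2 h RT reaction with ATP/IP6 (mix at 1.3 mM/130 uM); top library doses 57.5 and 19.1 uM final.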
GPT2 inhibitor – blocks human glutamate pyruvate transaminase 2; AID 1671188; Q8TD30; Potency, µM (titrated, usually from 57.7 µM), inactives show top-dose activity change, negative = inhibition, actives largely listed as inhibitors; Recombinant GPT2, coupled pyruvate oxidase/HRP Amplex Red fluorescence; 0.25% of 100,000 active; note: potency is the fitted concentration of half-maximal effect; nearly all actives have a fitted effect of over 60% in size; many of its hits are not listed in these tables
Target sequence (Q8TD30 whole entry, looked up): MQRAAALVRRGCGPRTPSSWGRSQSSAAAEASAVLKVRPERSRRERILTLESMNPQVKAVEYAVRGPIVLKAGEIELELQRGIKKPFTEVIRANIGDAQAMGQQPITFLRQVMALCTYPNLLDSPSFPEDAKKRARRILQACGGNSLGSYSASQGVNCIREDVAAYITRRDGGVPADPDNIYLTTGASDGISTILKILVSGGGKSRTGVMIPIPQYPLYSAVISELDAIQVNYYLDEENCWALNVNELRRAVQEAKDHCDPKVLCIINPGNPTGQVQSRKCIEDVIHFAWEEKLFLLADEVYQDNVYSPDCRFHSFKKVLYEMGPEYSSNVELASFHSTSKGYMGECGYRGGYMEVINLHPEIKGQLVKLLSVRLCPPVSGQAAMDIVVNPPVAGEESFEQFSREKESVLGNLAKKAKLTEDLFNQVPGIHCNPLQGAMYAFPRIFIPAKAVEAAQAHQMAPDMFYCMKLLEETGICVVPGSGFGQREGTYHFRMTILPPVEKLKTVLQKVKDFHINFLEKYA
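GPT2 10ng/uL, a-KG 250uM, L-Ala 2mM, HEPES pH7.5 + 0.0001% Tween; 30 min RT. Then Amplex mix (PO/HRP/ThPP), 30 min RT dark, fluorescence. AOA 50uM used as positive control.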
SNCA expr inh – inhibitors of alpha-synuclein (SNCA) gene expression; Potency, µM (titrated, usually from 57.2 µM), without a hit: top-dose activity change, negative = inhibition, usual class: inhibitors; HEK-293 SNCA-luciferase knock-in, luminescence, 24 h; 0.17% of 140,000 active;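 note: potency is the fitted concentration of half-maximal effect; plate controls were DMSO cells for no effect and cell-free wells for full effect; nearly all actives have a fitted effect of over 45% in size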
HEK293 tox – cytotoxic compounds in HEK 293 cells; Potency, µM (titrated, usually from 115 µM), without a hit: at the top dose activity change, negative = cytotoxicity, most hits filed as inhibitors; HEK 293 viability, ATP luminescence (CellTiter-Glo), 48-72 h; AID 1345083; 6.6% of 94,000 active; note: potency is the fitted concentration of half-maximal effect; nearly all actives have a fitted effect of over 60% in size
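Cytotoxicity was scored by loss of ATP-coupled luminescence (CellTiter-Glo) in HEK 293 cells. Compound treatment ran 48 or 72 hr at 37 degree Celsius, 5% CO2, 95% humidity.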
Luciferase inh – Photinus pyralis luciferase inhibition; purified P. pyralis luciferase, luminescence, biochemical; Potency, µM (series often up to 115 µM), for inactives: at the highest dose activity change, negative = inhibition, actives largely listed as inhibitors; 2.5% of 76,000 active; AID 1347043; note: potency is the fitted concentration of half-maximal effect; nearly all actives have a fitted effect of over 65% in size
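Luminescence read by CCD imager after adding enzyme (10nM final) to wells holding compound, titrated in qHTS. Substrates 10uM each D-luciferin and ATP; buffer 50mM Tris acetate pH 7.5, 10mM Mg acetate, Tween-20, BSA.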
An asterisk follows results filed as active; i = inactive; ? = inconclusive; · = no result given; [ ] = remark or other dose. Unless noted, calls come from the whole dose curve; as a rule, active = well fitted curve in the direction sought with a large enough effect; inconclusive = small, poorly fitted or top-dose-only effect, or another doubt; inactive = no such curve, though single readings can be large; an effect the other way counts as inactive or inconclusive. Unless noted, % is set by controls: 0 for no effect and ±100 for the full control effect. Not all compounds are listed; count on the stated rates, not on these rows.

Start of the data: the first 5 entries, to show the layout:
SMILES	HEK293 viab	3T3 cytotox	IP6K1 inhibitor	GPT2 inhibitor	SNCA expr inh	HEK293 tox	Luciferase inh
Cc1ccc2nc(N(Cc3cccnc3)C(=O)Cc3ccccc3)sc2c1	9%	·	5	·	79%[activator]	·	·
CCn1cnnc1CC1CCN(S(=O)(=O)c2ccccc2C)CC1	-4%	-25%	0	-2%	25%	-7%	1%
CC(=O)C1=C(O)C2c3c[nH]c4cccc(c34)CC2C(C)(C)N(C)C1=O (stereo not given)	-14%	·	10	i	·	·	·
COc1cccc(C(=O)NC2CCN(c3ccc4nnc(C5CC5)n4n3)C2)c1 (stereo not given)	·	-23%	25	·	·	?	·
O=C(c1ccc(Cl)cc1)n1nc(-c2ccccc2)nc1NCc1ccco1	-5%	·	22	·	53%[activator]	·	·

The listing, repeating the preview:
SMILES	HEK293 viab	3T3 cytotox	IP6K1 inhibitor	GPT2 inhibitor	SNCA expr inh	HEK293 tox	Luciferase inh
Cc1ccc2nc(N(Cc3cccnc3)C(=O)Cc3ccccc3)sc2c1	9%	·	5	·	79%[activator]	·	·
CCn1cnnc1CC1CCN(S(=O)(=O)c2ccccc2C)CC1	-4%	-25%	0	-2%	25%	-7%	1%
CC(=O)C1=C(O)C2c3c[nH]c4cccc(c34)CC2C(C)(C)N(C)C1=O (stereo not given)	-14%	·	10	i	·	·	·
COc1cccc(C(=O)NC2CCN(c3ccc4nnc(C5CC5)n4n3)C2)c1 (stereo not given)	·	-23%	25	·	·	?	·
O=C(c1ccc(Cl)cc1)n1nc(-c2ccccc2)nc1NCc1ccco1	-5%	·	22	·	53%[activator]	·	·
COc1ccc(CNC(=O)C2CCN(S(=O)(=O)c3cccc(-c4noc(C)n4)c3)CC2)cc1	7%	·	18	·	?	·	·
Cc1cccc(C)c1NC(=O)CN1C(=O)NC2(CCC(C)CC2)C1=O (stereo not given)	2%	i	1	-7%	0%	-2%	-1%
Cc1ccc(CNC(=O)N2CC(Oc3cccc(-c4nc(C)no4)c3)C2)cc1	3%	?	-15	i	-15%	45µM*	-5%
COCc1nnc(NC(=O)C2c3ccccc3C(=O)N(C3CCCC3)C23CCCC3)s1 (stereo not given)	-12%	?	5	2%	-14%	?	-12%
COc1cccc(Nc2ncc(-c3ccccc3)c3c2OCC3)c1	4%[87.6 µM]	-28%[138 µM]	8	?	164%[activator][87.6 µM]	?	14µM*
COc1ccc(C(=O)N2CCOCC3(CN(Cc4cc(C)cc(F)c4)C3)C2)cc1OC	?	?	27	3%[88.5 µM]	?	8.9µM*	-2%[172 µM]
Cc1cc(C)n(CC(=O)NCc2cc(N3CCOCC3)ncn2)c(=O)n1	-6%	3%	-10	3%	37%[activator]	?	-13%
CN(CC1CCOCC1)C(=O)NCc1ccc(F)cc1	12%	i	10	i	11%	1%	-8%
CCN(c1cc(-c2ccc(CN3CCOCC3)cc2)cc(C(=O)NCc2c(C)cc(C)[nH]c2=O)c1C)C1CCOCC1	-13%	·	-13	3%	·	·	·
COC(=O)c1ccc(C2c3c(-c4ccc(Br)cc4)n[nH]c3C(=O)N2c2ccc(Cl)cc2)cc1 (stereo not given)	-16%	·	-4	·	?	·	·
CCN(CC)CCNC(=O)c1cc2c(-c3cccc(OC)c3)nn(C)c2s1	-13%	·	15	·	-20%	·	·
COc1ccccc1C(=O)Nc1nnc(S(=O)(=O)N2CCN(c3ccc(F)cc3)CC2)s1	-4%	·	19	·	20%	·	·
CCOc1ccccc1CN1CCN(c2cccc(C#N)n2)CC1CCO (stereo not given)	-19%	?	-8	i	4%	?	13%
CC(C)c1ccc(NC(=O)Cn2nnc(C(=O)NCc3cccs3)c2N)cc1	11%	·	-2	·	55%[activator]	·	·
CC(C)N1C[C@H](O)C[C@H]1c1nnc2n1CCN(C(=O)CCCc1c[nH]c3ccccc13)C2	9%[12.5 µM]	-16%	-6	-2%	18%	0%	7%
O=C(CCC[C@@H]1[C@H]2CCCN3CCC[C@@H](CN1C(=O)c1ccccc1)[C@@H]23)NCc1ccc(F)cc1	-12%	1%	-6	-10%	-4%	?	2%
CO[C@H]1[C@H](NC(=O)c2cnn3cccnc23)c2ccccc2C12CCNCC2	-5%	-13%	-5	2%	4%	-3%	-4%
Cc1cc2nc3n(c(=O)c2n1CC(=O)NC1CCC(C)CC1)CCCCC3 (stereo not given)	-10%	?	2	i	-10%	1%	-2%
CCOC(=O)c1scc(-c2ccc(C)cc2)c1S(=O)(=O)N1CCN(c2ccccc2)CC1	18%	·	19	·	?	·	·
O=C(NCc1nc(-c2ccncc2)n[nH]1)[C@H]1CCC[C@H](O)C1	5%	2%	37	-34%	8%	2%	-3%
CN(C)CCN(C)Cc1cn(Cc2ccccc2)nc1-c1ccc2c(c1)OCO2	-2%	1%	-14	i	-2%	i	4%
O=C(Nc1cccs1)O[C@H]1COCCN(c2nc3ccccc3o2)C1	-4%[87.6 µM]	-20%[138 µM]	6	i	28%[87.6 µM]	-3%[172 µM]	-18%[172 µM]
COc1ccc(C2Cn3nnc(C(=O)N4CCN(C(=O)c5cccc(Cl)c5)CC4)c3CO2)cc1 (stereo not given)	0%	-8%	3	i	-5%	?	-2%
O=C(Nc1ccccc1)c1cc2n(n1)CCN(C(=O)COc1ccccc1)C2	-5%	-3%	-2	-5%	56%[activator]	-29%	?
Cc1ccc(S(=O)(=O)N2C[C@@H](F)C[C@H]2C(=O)N2CCCCC2)c(C)c1	-5%	-5%	0	-9%	-1%	-2%	2%
CC(C)(C)NS(=O)(=O)c1ccccc1-c1cnc2c(C(N)=O)cnn2c1	-4%	-10%	-5	i	-27%	i	9%
CN(CC1CCOCC1)S(=O)(=O)c1ccc(C(F)(F)F)cc1	6%	-4%	19	-6%	-3%	-8%	4%
CCOCCOC1CCN(C(=O)Nc2ccccc2)CC1	-1%[12.5 µM]	i	4	-12%	49%[activator]	8%	-8%
O=C(Nc1cccc(Cl)c1)C1CN(c2ccccc2)C(=O)N1 (stereo not given)	-21%[87.6 µM]	-12%[138 µM]	-1	i	7%[87.6 µM]	?	4%[172 µM]
O=C(/C=C/c1ccccc1)Nc1cc(-c2nc3cc(Cl)ccc3o2)ccc1Cl	-9%	·	-4	·	187%[activator]	·	·
COc1cc(CCC(=O)NCc2ccc3c(c2)CCN3C(=O)c2ccccc2)cc(OC)c1OC	20%	·	-12	·	5%	·	·
COc1ccccc1CNc1ccc(-c2nc(-c3ccccc3C)no2)cc1[N+](=O)[O-]	3%	·	7	·	-2%	·	·
Cc1ccc(-c2nc3c4ccccc4n(Cc4cccc(Cl)c4)c(=O)n3n2)cc1	?	·	12	·	5%	·	·
COC(=O)N1CCCC(C(=O)N2CCCC(c3nc4ccncc4[nH]3)C2)C1 (stereo not given)	-1%	-7%	0	4%	9%	-8%	·
CN(C)c1cc(=O)c2ccnc(-c3ccc(O)c(F)c3)c2o1	1%[87.6 µM]	32µM*	-23	i	56%[activator][87.6 µM]	0%[172 µM]	-2%[172 µM]
Cc1nc(-c2ccccc2)n(CC(=O)Nc2ccc(F)c(Cl)c2)c(=O)c1CCO	-15%	?	-1	-22%	-27%	40µM*	-5%
O=C(Cn1c(-c2cccs2)cc2ccccc21)NCc1ccccc1Br	15%	·	-18	·	10%	·	·
Cc1ccc(C(=O)N2CCC(C(=O)N3CCC(N4Cc5ccccc5C4=O)CC3)CC2)cc1	11%	-10%	-6	i	4%	-6%	·
Cc1noc(C)c1S(=O)(=O)N1CC(N(CC(C)C)C2CCOCC2)C1	0%	-16%	7	i	1%	?	1%
COc1cc(Cl)c(C)cc1NC(=O)c1cc(CN2CCOCC2)on1	2%	·	6	·	-2%	·	·
COc1ccc(C2C(C(N)=O)=C(C)Nc3nc(-c4ccccc4Cl)nn32)cc1 (stereo not given)	-14%	·	6	·	-7%	·	·
COc1cccc(NC(=O)Cn2cc(S(=O)(=O)Cc3ccccc3F)c3ccccc32)c1	?	·	3	·	-16%	·	·
CN(C)C(=O)C1CCCN(c2ccnc3ccnn23)C1 (stereo not given)	2%[87.6 µM]	-28%[138 µM]	2	-5%[88.5 µM]	-8%[87.6 µM]	-10%[172 µM]	·
CCCCN(CCCNC(=O)CN1N=C(c2ccc(C)cc2)CCC1=O)c1ccccc1	0%	·	-1	·	-14%	·	·
Cc1nc2scc(CC(=O)NCC(C)C)n2c(=O)c1-c1cc(C)n(-c2cccc(Cl)c2)n1	1%	-10%	-16	i	13%	?	10%
Cc1cccc(C(=O)N[C@@H]2CN(c3ncccn3)C[C@H]2CO)n1	-1%	-7%	2	-8%	15%	-7%	-1%
O=C(O)COCC(=O)N[C@H]1CCN2C(=O)c3cc(-c4ccc(Cl)cc4)ccc3NC(=O)[C@H]12	1%	-3%	-3	-10%	0%	-8%	?
O=C(NCCc1ccc(Cl)cc1)c1nc(-c2cc(Cl)cc(Cl)c2)c2ccccn12	6%	-6%	19	1%	8%	1%	3%
CCCCNC(=O)C(CC)Sc1nnc(-c2cccc(F)c2)c(-c2cccc(F)c2)n1 (stereo not given)	10%	·	-7	·	-20%	·	·
Cn1c(=O)oc2cc(S(=O)(=O)N3CCC(C(=O)NCc4ccccc4)CC3)ccc21	19%	·	-9	·	8%	·	·
Cc1cccc(CC(=O)NCCc2csc(-c3ccc(C(F)(F)F)cc3)n2)c1	2%	·	-13	·	-27%	·	·
CCC(=O)Nc1ccc(CC)cc1-c1nc2ccccc2n(Cc2ccccc2)c1=O	?	·	2	·	-20%	·	·
O=C(Cn1nc2c(cc1=O)CCCC2)NCc1nnc2ccccn12	5%	3%	9	-12%	67%[activator]	?	-8%
CN1C(=O)c2cccn2CC1C(=O)NCCc1c[nH]c2ccccc12 (stereo not given)	-8%	-20%	1	0%	-11%	-10%	-1%
CCC(C(=O)N1CCN(C(=O)COc2ccccc2)CC1)n1cccn1 (stereo not given)	-1%	-20%	3	?	-1%	-7%	-6%
Remaining list, next part:
SMILES	HEK293 viab	3T3 cytotox	IP6K1 inhibitor	GPT2 inhibitor	SNCA expr inh	HEK293 tox	Luciferase inh
CCCS(=O)(=O)N[C@@H]1CN(Cc2ccncc2)C[C@H]1CN(C)C	7%	-20%	19	0%	2%	-6%	0%
CCc1ocnc1C(=O)N1CCCC(c2[nH]ncc2-c2ccc(F)cc2)C1 (stereo not given)	-23%	?	7	2%	4%	?	-1%
COC1CCOC2(CCN(S(=O)(=O)c3ccc(F)cc3)CC2)C1 (stereo not given)	-20%[12.5 µM]	-1%	-10	i	-10%	-7%	0%
O=C1NC2(CCN(C(=O)c3ccccc3F)C2)OCc2ccccc21 (stereo not given)	9%	-29%	18	i	-12%	0%	0%
O=C(O)c1cc(=O)[nH]c(=O)[nH]1	1%	·	25	4%	15%	·	·
